Compound activity as filed in PubChem.
ELG1 genotox: induces genotoxicity in HEK293T cells with luciferase-tagged ELG1; HEK293T ELG1-luciferase reporter, luminescence, 16 h; Potency, µM (highest dose often 46 µM), for the others: at the top dose activity change, positive = activation, usual class: activators; actives 1.3% (n = 330,000); AID 504466; note: % of control where 0% means no effect; nearly all actives have a fitted effect of over 60% in size
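Genotoxic stress is detected as increased luminescence from luciferase-tagged ELG1 in HEK293T cells, measured with ONE-Glo after a 16 hr treatment at 37 °C.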
BRCA1 expr up: BRCA1 expression activation. MCF7-BRCA1-FFLuc reporter, luminescence, 48 h; response scale: scaled: vehicle 0%, 10 µM genistein 100%. Potency, µM (top dose mostly 46.1 µM), for the others: at the top dose activation, most hits filed as activators. actives 1.1% (n = 380,000). AID 624202; note: nearly all actives have a fitted effect of over 80% in size; some results filed as inactive show a strong effect at the top dose
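Reporter cells (MCF7, BRCA1 promoter-firefly luciferase) received library compounds across a concentration series for 48 h. End-point luminescence was measured and concentration-effect curves derived after normalization.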
MBNL1 CUG block: blocks human MBNL1 binding to CUG repeat RNA. Q9NR56. TR-FRET MBNL1-His/biotin-(CUG)12 binding, 665/545 ratio. Potency, µM (doses to about 57.5 µM), for inactives: at the highest dose activity change, negative = inhibition, actives largely listed as inhibitors. actives 0.036% (n = 280,000). AID 2675; active = well fitted inhibition curve with a large enough effect in the signal ratio, with a control signal flat, not every such curve was filed as active; inconclusive = small, poorly fitted or top-dose-only effect, or effect the other way, or a change in a side signal; inactive = no such curve, though single readings can be large or run the other way; the % refers to the signal ratio; note: % is set by controls: 0 for no effect and ±100 for the full control effect
Target sequence (Q9NR56 whole entry, looked up): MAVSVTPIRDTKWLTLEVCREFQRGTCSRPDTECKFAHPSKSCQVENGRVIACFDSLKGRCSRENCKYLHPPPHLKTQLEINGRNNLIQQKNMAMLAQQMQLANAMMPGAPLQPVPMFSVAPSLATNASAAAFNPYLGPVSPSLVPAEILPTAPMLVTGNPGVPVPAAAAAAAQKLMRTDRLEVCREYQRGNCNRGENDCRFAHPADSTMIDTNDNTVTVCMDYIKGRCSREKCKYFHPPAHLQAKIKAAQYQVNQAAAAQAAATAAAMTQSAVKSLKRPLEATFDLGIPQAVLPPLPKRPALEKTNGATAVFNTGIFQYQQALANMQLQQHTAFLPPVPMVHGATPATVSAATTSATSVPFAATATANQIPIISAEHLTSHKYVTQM
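TR-FRET readout: Ex 340 nm, 665/545 nm emission ratio, normalized to buffer-only (basal) and MBNL1-(CUG)12 controls. Complex of MBNL1-His with Biotin-(CUG)12, compounds 92 nM–58 uM, incubated 60 min at room temperature.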
NPC1 prom act: activators of NPC1 promoter; AID 485313; actives 2.4% (n = 320,000); Potency, µM (doses to about 9.22 µM), inactives show top-dose activation, actives largely listed as activators; Huh7 NPC1 promoter luciferase reporter, 24 h;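 note: % of control where 0% means no effect; nearly all actives have a fitted effect of over 60% in size; reporter is driven by a mutant NPC1 promoter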
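Stable NPC1-promoter luciferase Huh7 line; cpd (DMSO) 24 h, 37 °C, 5% CO2; Amplite luciferase reagent 10 min RT; luminescence readout. qHTS format.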
uPA surface inh: cell surface uPA generation inhibition; cell surface uPA generation assay, qHTS; actives 0.31% (n = 330,000); Potency, µM (series often up to 38.3 µM), inactives show at the highest dose activity change, negative = inhibition, actives largely listed as inhibitors; active = well fitted inhibition curve with a large enough effect; inconclusive = small, poorly fitted or top-dose-only effect; inactive = no such curve, though single readings can be large or run the other way; tested in mouse RAW 264.7 cells; note: % is set by controls: 0 for no effect and ±100 for the full control effect; nearly all actives have a fitted effect of over 55% in size
VP16 counter: inhibits Gal4-VP16 luciferase reporter, ROR gamma counter-screen | Drosophila S2 Gal4-VP16 UAS-luciferase, luminescence, 20 h | Potency, µM (series often up to 53.6 µM), for inactives: top-dose activity, negative = inhibition, usual class: inhibitors | actives 3.5% (n = 310,000);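 note: Gal4-VP16 expression switched on by copper sulfate through the metallothionein promoter; % is set by controls: 0 for no effect and ±100 for the full control effect; nearly all actives have a fitted effect of over 50% in size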
p53 reactivator: restores transcriptional activity of mutant p53 | Potency, µM (highest dose often 92.2 µM), for inactives: top-dose activity change, positive = activation, usual class: activators | AID 504706 | H1299 p53-A138V BP100-luciferase reporter, luminescence, 24 h | actives 0.063% (n = 320,000); note: % of control where 0% means no effect; nearly all actives have a fitted effect of over 45% in size
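H1299 (p53-null), stable ts p53-A138V + BP100-Luc; 1000 cells/well, Opti-MEM/10% FBS; cpd 4 pt, 1:5; 24 h, 37 deg C, 5% CO2; detection reagent 10 min RT; luminescence.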
FLuc modulator: firefly luciferase modulation, counter-screen for miR-21 project; purified FLuc, Km substrates, luminescence inhibition; AID 588342; Potency, µM (top dose mostly 57.5 µM), inactives show at the highest dose activity change, negative = inhibition, hits mostly inhibitors; actives 6.9% (n = 360,000);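 note: plate controls were vehicle for no effect and reference inhibitor for full effect; nearly all actives have a fitted effect of over 55% in size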
Target sequence (P08659 whole entry, looked up): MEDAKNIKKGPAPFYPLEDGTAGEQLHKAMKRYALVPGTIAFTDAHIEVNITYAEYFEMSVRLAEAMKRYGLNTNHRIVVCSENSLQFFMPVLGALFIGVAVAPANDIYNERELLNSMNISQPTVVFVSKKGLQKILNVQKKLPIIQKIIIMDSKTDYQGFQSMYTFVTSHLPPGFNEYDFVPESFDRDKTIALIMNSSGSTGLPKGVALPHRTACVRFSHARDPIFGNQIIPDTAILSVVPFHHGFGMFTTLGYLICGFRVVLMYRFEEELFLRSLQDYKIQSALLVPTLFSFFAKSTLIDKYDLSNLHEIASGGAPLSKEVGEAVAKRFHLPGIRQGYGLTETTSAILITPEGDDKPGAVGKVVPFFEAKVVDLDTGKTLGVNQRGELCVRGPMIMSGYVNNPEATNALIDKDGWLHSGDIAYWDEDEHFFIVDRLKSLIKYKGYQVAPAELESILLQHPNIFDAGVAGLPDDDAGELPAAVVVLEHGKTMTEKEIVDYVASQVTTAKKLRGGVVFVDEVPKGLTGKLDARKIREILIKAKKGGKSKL
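Purified P. pyralis luciferase (10nM final) with 10uM D-luciferin and 10uM ATP (Km levels) in 50mM Tris acetate pH 7.5, 10mM Mg acetate, 0.01% Tween-20, 0.05% BSA; qHTS 6-point titration, ~60 µM downward; luminescence read.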
Rab9 promoter act: activates the Rab9 promoter | Huh7 Rab9 promoter-luciferase reporter, luminescence, 24 h | Potency, µM (titrated, usually from 9.22 µM), inactives show top-dose activation, negative = inhibition, actives largely listed as activators | actives 2.8% (n = 320,000); note: % of control where 0% means no effect; nearly all actives have a fitted effect of over 60% in size
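Using Huh7 cells stably transfected with Rab9 promoter–luciferase, compounds were incubated 24 h at 37 °C, 5% CO2; luciferase luminescence was read 10 min after reagent addition.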
RORg inh: inhibitors of mouse ROR gamma transcriptional activity. P51450. Drosophila S2 Gal4-RORgamma UAS-luciferase reporter, 20 h. Potency, µM (highest dose often 53.6 µM), for the others: at the top dose activity change, negative = inhibition, most hits filed as inhibitors. actives 5.4% (n = 310,000). AID 2551; note: % is set by controls: 0 for no effect and ±100 for the full control effect; nearly all actives have a fitted effect of over 60% in size
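ROR gamma transcriptional activity was tracked as Gal4-UAS luciferase output in stably transfected Drosophila Schneider cells, with compound added 1 hr before 700 uM copper sulfate induction and a 20 hr ambient-temperature incubation.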
* marks the source's active call; other numbers are inactive results; ? = inconclusive; · = no result given; & = joins results of further samples; [ ] = remark or other dose. Unless noted, calls come from the whole dose curve; as a rule, active = well fitted curve in the direction sought with a large enough effect; inconclusive = small, poorly fitted or top-dose-only effect, or another doubt; inactive = no such curve, though single readings can be large; an effect the other way counts as inactive or inconclusive. Potency is the fitted concentration of half-maximal effect.

No. | SMILES | ELG1 genotox | BRCA1 expr up | MBNL1 CUG block | NPC1 prom act | uPA surface inh | VP16 counter | p53 reactivator | FLuc modulator | Rab9 promoter act | RORg inh
1 | CCOc1ccc(NC(=O)c2c(OC)cccc2OC)cc1 | -5% | -25% | -14% | 2% | -6% | 3% | -3% | 0% | -1% | 13%
2 | COc1ccccc1NC(=O)c1ccc(NC(=O)COC(=O)C2CCCO2)cc1 (stereo not given) | 3% | -13% | -3% | -1% | 13% | 0% | 0% | -3% | 12% | -6%
3 | CCOc1ccc(S(=O)(=O)NCCC(=O)NCC2COc3ccccc3O2)cc1 (stereo not given) | 1% | -3% | · | 1% | 0% | · | -1% | -1% | 1% | ·
4 | Cc1cc(C)nc(/N=C(\N)N2CCCCCC2)n1 | 1% | -39% | 0% | 7% | -1% | -6% | -7% | 4% | -1% | -33%
5 | Cn1cc(C(=O)NS(=O)(=O)Nc2ccc(Br)cn2)c2ccccc21 | 8% | 39% | -13% | -1% | 2% | -8% | 22% | ? | 26% | -1%
6 | CC(C)c1ccc(OCC(=O)NNC(=O)c2cnccn2)cc1 | 1% | 2% | -2% | -7% | 2% | -11% | 3% | -21% | -5% | ?
7 | Fc1ccc(Oc2nc(-c3ccccn3)nc3ccccc23)cc1 | -14% | -37% | 45%[activator] | -6% | -10% | 2.5µM* | 11% | -6% | -3% | 0.71µM*
8 | COc1cccc(NC(=O)CSc2nc3ncc(Br)cc3[nH]2)c1 | 2% | 2% | ? | -3% | 13% | -2% | ? | -2% | 0% | -37%
9 | CC(=O)Nc1ccc(NCc2ccc(C)s2)cc1 | 7% | 76% | -6% | 24% | -1% | 13% | 17% | -17% | 29% | 8%
10 | COc1ccc(NC(=O)c2cnc3sccn3c2=O)cc1 | 4.1µM* | 0% | -13% | ? | -2% | 16% | ? | ? | 2.5µM* | ?
11 | N#CCCN(C(=O)COC(=O)c1cccc(S(=O)(=O)N2CCCC2)c1)c1ccc(F)cc1 | -3% | -2% | -1% | 8% | -16% | · | · | -1% | -1% | ·
12 | CC[C@]12c3[nH]c4cc(CCC(=O)N(C)C)ccc4c3CCN1C(=O)[C@@H](CC(=O)NCCCOC)C[C@@H]2C(=O)N1CCN(C(=O)c2ccco2)CC1 | 0% | 11% | · | · | 9% | · | -4% | · | · | ·
13 | COc1ccc(CNC(=O)CNC(=O)c2ccc(Br)o2)cc1OC | 0% | -11% | 2% | -1% | -3% | -7% | 6% | -1% | 16% | -5%
14 | O=c1ccc2c(-c3ccccc3)c3ccc(O)cc3oc-2c1 | 1% | -3% | ? | 2% | -5% | 3% | 9% | -15% | 2% | 2%
15 | CCCC(=O)Nc1cc(-c2nc3ncccc3o2)ccc1C | 11% | -1% | -3% | 2% | 8% | 0% | -1% | -12% | -1% | -16%
16 | COc1ccccc1C1/C(=C(/O)c2ccc(C)cc2)C(=O)C(=O)N1CC(C)O (stereo not given) | 0% | 8% | 4% | -3% | 4% | -2% | 1% | -1% | -3% | -17%
17 | O=C1CC(N2CCN(C/C=C/c3ccccc3)CC2)C(=O)N1Cc1cccs1 (stereo not given) | -5% | -3% | 7% | -1% | -8% | 6% | 7% | 4% | 2% | 8%
18 | CCN(CC)c1ccc(C(=O)NNC(=O)CN2C(=O)NC(C)(c3ccccc3)C2=O)cc1 (stereo not given) | 8% | 37% | · | 2% | -32% | · | 9% | 5.4µM* | -2% | ·
19 | COc1ccc(N2CCN(c3ccc4nnc(CCC(=O)Nc5ccc(C)cc5)n4n3)CC2)cc1 | -8% | 27% | -12% | -5% | -1% | 1% | 9% | 1% | 4% | 29%
20 | Cc1cc(C)nc(NC(=O)Cc2ccc([N+](=O)[O-])cc2)c1 | 1% | -16% | ? | -6% | 9% | -1% | -1% | -3% | 1% | 40%
21 | CCOC(=O)N1CCN(S(=O)(=O)/C=C/c2ccccc2)CC1 | -4% | -2%[1.84 µM] | 2% | -2% | 5% | -3% | 2% | 3% | -11% | -2%
22 | O=C1c2ccccc2C(=O)c2c1cccc2N1CCN(Cc2ccccc2)CC1 | -2% | -23% | ? | -1% | -3% | -6% | -7% | -14% | 6% | -7%
23 | O=C(OCC(=O)c1c[nH]c2ccccc12)c1ccco1 | 16µM* | 34% | -9% | 7% | -9% | 7% | ? | 9.5µM* | 8% | ?
24 | Nc1cc(Oc2cccnc2)cc([N+](=O)[O-])c1 | 0% | -6% | · | -1% | 9% | 4% | 8% | -6% | 1% | 5%
25 | COc1ccc(OC)c(S(=O)(=O)NC(N)=NCCc2ccccc2)c1 | -4% | -3% | -2% | 1% | 13% | 10% | 0% | 3% | -6% | 15%
26 | Cn1c(SCC(=O)N2CCCC2)nc2cccnc21 | -3% | 8% | -1% | -5% | 0% | 2% | 5% | 0% | -5% | 0%
27 | CCOCCCNC(=O)C(c1ccc(Cl)cc1)N(Cc1cccs1)C(=O)c1ccccn1 (stereo not given) | -3% | -11% | -4% | -5% | 0% | 5% | -11% | -7% | 7% | 22%
28 | N[C@@H](Cc1ccc(O)cc1)c1nnc([C@H](CO)NC(=O)C2CCNCC2)o1 | 0% | 9% | -11% | -2% | -2% | -14% | 1% | -1% | 2% | -5%
29 | COc1ccccc1NC(=O)c1cc2c(s1)-c1ccccc1S(=O)(=O)C2 | -9% | 0% | 2% | 0% | 2% | -5% | -5% | 3% | -2% | -1%
30 | CN1C(=O)C(O)(CC(=O)c2cccc(-n3cccc3)c2)c2ccccc21 (stereo not given) | 2% | -20% | ? | 0% | · | -1% | -10% | -43% | -2% | ?

Next part, starting with the last 4 of the part before.
No. | SMILES | ELG1 genotox | BRCA1 expr up | MBNL1 CUG block | NPC1 prom act | uPA surface inh | VP16 counter | p53 reactivator | FLuc modulator | Rab9 promoter act | RORg inh
27 | CCOCCCNC(=O)C(c1ccc(Cl)cc1)N(Cc1cccs1)C(=O)c1ccccn1 (stereo not given) | -3% | -11% | -4% | -5% | 0% | 5% | -11% | -7% | 7% | 22%
28 | N[C@@H](Cc1ccc(O)cc1)c1nnc([C@H](CO)NC(=O)C2CCNCC2)o1 | 0% | 9% | -11% | -2% | -2% | -14% | 1% | -1% | 2% | -5%
29 | COc1ccccc1NC(=O)c1cc2c(s1)-c1ccccc1S(=O)(=O)C2 | -9% | 0% | 2% | 0% | 2% | -5% | -5% | 3% | -2% | -1%
30 | CN1C(=O)C(O)(CC(=O)c2cccc(-n3cccc3)c2)c2ccccc21 (stereo not given) | 2% | -20% | ? | 0% | · | -1% | -10% | -43% | -2% | ?
31 | Cn1c(C(=O)N(Cc2ccccc2)Cc2ccccn2)cc2sccc21 | -11% | -1% | -4% | 0% | · | 15% | -5% | -1% | -2% | -9%
32 | COc1ccccc1CNC(=O)c1ccc2c(=O)n(CC3CCCO3)c(=S)[nH]c2c1 (stereo not given) | -27% | -8% | 3% | -1% | 0% | -23% | -3% | 0% | 4% | -39%
33 | C/C(CC(=O)Nc1ccccc1Cl)=N\NC(=O)C(=O)NCCO | 1% | 2% | -20% | 4% | 12% | 1% | 1% | -2% | -1% | 25%
34 | CCCNS(=O)(=O)c1ccc(NC(=O)c2cccnc2)cc1 | 4% | 3% | -1% | 0% | · | -3% | -3% | 8% | -1% | 23%
35 | COc1ccccc1NS(=O)(=O)c1ccc2[nH]c(=S)oc2c1 | 0% | -1% | · | · | -5% | · | -6% | · | · | ·
36 | COc1ccccc1-c1nn(Cc2ccccc2)cc1C(=O)NCC(c1ccco1)N1CCCC1 (stereo not given) | 0% | -6% | · | -6% | 19% | · | -8% | 1% | -5% | ·
37 | Cc1ccccc1N1CCN(Cc2nc(Cc3ccccc3F)no2)CC1 | -3% | 0% | -6% | -3% | 2% | -1% | 7% | -9% | -1% | 19%
38 | CC(C)C(=O)Nc1ccc(NC(=O)c2ccccn2)cn1 | ? | 2.5µM* | -2% | 0.71µM* | -4% | ? | 1% | 6.7µM* | 0.56µM* | ?
39 | Cn1nc(C(C)(C)C)cc1NC(=O)Nc1ccc(Cl)cc1 | 0% | -15% | · | 1% | 4% | -11% | -2% | -8% | -4% | 11%
40 | O=C(Nc1ccc(Br)cn1)c1ccc(COc2c(F)c(F)cc(F)c2F)o1 | 2% | -9% | · | 4% | -8% | · | -4% | 3% | 7% | ·
41 | CC1CCN(CCCNC(=O)c2ccc(CS(=O)(=O)Cc3ccc(Cl)cc3)o2)CC1 | 2% | -15% | -5% | 1% | 16% | -17% | ? | 3% | 1% | -4%
42 | S=c1[nH]nc(-c2ccc(Br)cc2)n1-c1ccc(Br)cc1 | -7% | 49% | 25% | 3% | 2% | ? | -5% | -1% | -14% | 11µM*
43 | COc1ccc2c(c1)c(/C=C/c1cc[n+](C)cc1)cn2C | -7% | -54% | ? | -23% | -3% | 0% | ? | 4% | -32%[inhibitor] | 23%
44 | COc1ccc(C(=O)C(C)OC(=O)CNC(=O)C2CCCCC2)cc1 (stereo not given) | 1% | -1%&-30% | · | · | -18% | · | 8% | · | · | ·

Not a hit list; any-hit rate near 13%.
